Nrf2 activator = Nrf2 pathway activation. AREc32 ARE-luciferase reporter (MCF7-derived line), luminescence, 24 h. Potency, µM (doses to about 46.1 µM), without a hit: at the top dose activation, actives largely listed as activators. 410,000 compounds, 0.31% hits; note: potency is the fitted concentration of half-maximal effect; % of control where 0% means no effect; nearly all actives have a fitted effect of over 65% in size
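Quantitative high-throughput format: AREc32 reporter cells, 1000 per well, received compound by pin transfer and were incubated 24 hr at 37 deg C, 5% CO2, before Steady-Glo luminescence detection.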
A549 tox = A549 cytotoxicity, counter-screen for Nrf2 inhibitors; A549 ARE-Fluc cells, CellTiter-Fluor viability, 18-24 h; Potency, µM (doses to about 46 µM), inactives show top-dose activity change, negative = cytotoxicity, actives largely listed as inhibitors; 390,000 compounds, 0.16% hits; note: potency is the fitted concentration of half-maximal effect; % is set by controls: 0 for no effect and ±100 for the full control effect
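A549 ARE-Fluc cells in 5% FBS OPTI-MEM, 5000 cells/well, rested 2 h then exposed to compounds in concentration-response for 18-24 h at 37 °C. Viability by CellTiter-Fluor fluorescence (Ex 405/Em 525) after 30 min; luciferase luminescence (BugLite, 15 min, RT) read afterwards.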
Nrf2 block = Nrf2 pathway inhibition; A549 ARE-Fluc reporter, luciferase luminescence, 18-24 h; Potency, µM (highest dose often 46 µM), inactives show top-dose activity change, negative = inhibition, most hits filed as inhibitors; 360,000 compounds, 2.1% hits; AID 504444; note: potency is the fitted concentration of half-maximal effect; % is set by controls: 0 for no effect and ±100 for the full control effect; nearly all actives have a fitted effect of over 60% in size
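Quantitative HTS in A549 cells stably bearing an antioxidant response element-firefly luciferase construct. Inhibition of Nrf2-driven transcription was scored by luminescence after 18-24 h of compound exposure at 37 °C.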
HepG2 viability = kills HepG2 cells in TGF-b inhibitor counter-screen; 410,000 compounds, 0.76% hits; HepG2 CAGA-GFP viability, ATP luminescence, 18 h; Potency, µM (top dose mostly 46.1 µM), for inactives: at the highest dose activity change, negative = cytotoxicity, usual class: cytotoxic; note: potency is the fitted concentration of half-maximal effect; some results filed as inactive show a strong effect at the top dose
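CellTiter-Glo luminescence gave cytotoxicity after 18 hours at 37 degrees C. The cells were HepG2 CAGA-GFP in 1% FBS DMEM, stimulated with 500 pg/mL TGF-beta after compound addition. %Activity was normalised to no-cell wells (complete cell-killing) and DMSO (no toxicity), and curves were fitted and classified.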
Akt phos inh = blocks phosphorylation of Akt | AID 651550 | Neuro2A IGF-stimulated pAkt S473 HTRF, 20 min; hits give low values | activity change, % for hits at 50 µM | 360,000 compounds, 0.32% hits; in the data active = activity change below about -80%; inconclusive = mostly about -51% to -80%; note: % is set by controls: 0 for no effect and ±100 for the full control effect
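Neuro2A cells in DMEM with 0.5% FBS, overnight at 37 deg C, given compound at single 50 µM final, then IGF (6 nM final) for 20 min at 37 deg C. Lysed; phospho-Akt Ser473 by HTRF after 24 h, 665/615 ratio.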
CCT modulator = changes cytosolic chaperonin activity; purified chaperonin ATPase assay, HTRF ADP detection, 30 min; activity change, % (concentration not given with the values), hits read low; 360,000 compounds, 0.3% hits; AID 651819; in the data active = activity change below about -30%; note: % is set by controls: 0 for no effect and ±100 for the full control effect
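TRiC (40 or 20 nM final, by batch activity) in 30 mM Tris pH 7.4, 100 mM KCl, 5 mM MgCl2, 1 mM DTT was treated with compound at 76 uM single dose, then 10 uM ATP, 30 min at 37 °C. ADP was read by HTRF Transcreener.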
ATXN viability = reduces viability in counter-screen for ATXN expression inhibitors. Potency, µM (series often up to 56.7 µM), hits mostly cytotoxic. 400,000 compounds, 0.49% hits. S2 cells (HEK-293 line with an ATXN2-luciferase reporter) viability, CellTiter-Fluor protease fluorescence, 24 h; note: potency is the fitted concentration of half-maximal effect; nearly all actives have a fitted effect of over 40% in size
TGFb SMAD3 inh = inhibitors of TGF-b signaling. HepG2 CAGA-GFP TGF-b/SMAD3 reporter, GFP fluorescence, 18 h; TGF-beta stimulated, 500 pg/mL final. Potency, µM (top dose mostly 46.1 µM), without a hit: at the highest dose activity, negative = inhibition, actives largely listed as inhibitors. 410,000 compounds, 1.2% hits; note: potency is the fitted concentration of half-maximal effect; % is set by controls: 0 for no effect and ±100 for the full control effect; nearly all actives have a fitted effect of over 65% in size
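HEPG2 CAGA-GFP reporter cells (1000/well, DMEM with 1% FBS) received compounds, then recombinant TGF-beta at 500 pg/mL final for 18 hours at 37 degrees C. Per-cell GFP summed per well was normalised to unstimulated and stimulated DMSO controls before curve fitting.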
Mm-Cpn inhibitor = M. maripaludis TRiC chaperonin inhibition; purified Mm-Cpn ATPase, ADP Transcreener TR-FRET; 330,000 compounds, 0.031% hits; Potency, µM (top dose mostly 76.9 µM), for the others: top-dose activity, negative = inhibition, hits mostly inhibitors; AID 504842; note: potency is the fitted concentration of half-maximal effect; % is set by controls: 0 for no effect and ±100 for the full control effect; nearly all actives have a fitted effect of over 80% in size
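Measured: ADP formation by purified Mm-CPN. Conditions: 25 nM protein, 10 uM ATP, Tris pH 7.4 with Mg2+, K+ and DTT, 37°C for 30 min. Detection: Transcreener HTRF after 30 min at room temperature.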
The depositor's hits bear a star; i = inactive; ? = inconclusive; / = no result given; [ ] = dose if it differs, or a comment. Unless noted, calls come from the whole dose curve; as a rule, active = well fitted curve in the direction sought with a large enough effect; inconclusive = small, poorly fitted or top-dose-only effect, or another doubt; inactive = no such curve, though single readings can be large; an effect the other way counts as inactive or inconclusive. Outcome played no part in choosing rows. Share with any hit: about 4.4%.

Results follow in this order: Nrf2 block, HepG2 viability, Nrf2 activator, A549 tox, Mm-Cpn inhibitor, TGFb SMAD3 inh, CCT modulator, Akt phos inh, ATXN viability
Cc1ccc(C(=O)OCC(=O)N2C(C)CCCC2C)cc1S(=O)(=O)N1CCCCC1 (stereo unspecified)
→ -1%, -1%, 2.1%, -7%, 1%, -24%, 0.4, i, i
CCOC(=O)C1=CN(C)CCC1=O
→ -3%, 0%, -0.1%, -11%, /, -2%, -3.5, i, i
CC1=C(C(N)=O)C(c2ccc(C)cc2)n2nc(SCc3ccccc3F)nc2N1 (stereo unspecified)
→ 3%[9.27 µM], -2%, -0.8%, -8%, /, ?, /, /, i
Cc1cc(C)n(C(=O)CNC(=O)CCc2ccccc2)n1
→ 14%, -1%, -0.6%, 2%, -2%, -21%, -0.7, i, i
COC(=O)CN1C(=O)[C@@H]2[C@H](C1=O)[C@@H]1CC(C(=O)OC)=C[C@@H](C(=O)OC)C3C1=C(C(=O)[C@]3(C)NC(=O)c1ccccc1)[C@@H]2C (stereo partly specified)
→ 3%, -21%, /, 0%, /, -18%, /, /, /
Cc1cc(C(=O)NCCN2C(=O)S/C(=C\c3cccs3)C2=O)ccc1[N+](=O)[O-]
→ -2%, -31%, 4.9%, 4%, -6%, -15%, -2.3, i, i
CC(C)(C)OC(=O)N1CCC(c2c(C(=O)N3CCCCC3)cnn2-c2ccccc2Cl)CC1
→ 12%, -30%, -0.6%, -3%, /, -27%, /, /, /
CNc1ccc(-c2cccc(C(C)=O)c2)cn1
→ /, -9%, 8.2%, /, /, 8%, -0.9, i, i
Cc1cc(F)ccc1NC(=O)C1CCCN(C(=O)c2cnn(-c3ccccc3)c2-n2cccc2)C1 (stereo unspecified)
→ ?, -18%, 3.3%, -4%, /, ?, /, /, i
CCOc1ccccc1-n1nnnc1SCC(=O)N1CCCC1=O
→ 5%, 5%, -0.2%, 5%, -2%, -4%, -5.2, i, i
COc1ccc(Nc2nc(N)nc(CSC(=S)N3CCC(C)CC3)n2)cc1
→ -8%, 9%, 2.6%, 3%, -1%, -15%, -1.6, i, i
CCN(CC)CCCNc1cc(C)nc2cc(-c3cccs3)nn12
→ ?, -12%, 3.3%, 2%, -2%, -8%, -2.9, i, ?
CCc1nc2ccccc2c(NC(=O)CN2CCC(C)CC2)c1C
→ /, -22%, 4.9%, 1%, 0%, 7%, 0.5, i, i
CCc1c(C(=O)Nc2ccc(S(=O)(=O)N3CCOCC3)cc2)csc1C
→ -6%, -24%, 0.6%, -8%[1.84 µM], 0%, -7%, -1.9, i, i
O=C(Nc1cccc(S(=O)(=O)N2CCCCC2)c1)C1CCCN1S(=O)(=O)c1ccccc1F (stereo unspecified)
→ ?, -2%, 0.0%, -16%, 0%, 10%, -0.9, i, i
CC(=O)Nc1ccc2nc(C3CC3)n(Cc3ccc(Cl)cc3)c(=O)c2c1
→ ?, -34%, 5.6%, 12%, -4%, 0%, -1.2, i, i
CCOC(=O)c1[nH]c2ccccc2c1NC(=O)CC(C)C
→ -6%, -12%, 2.3%, 8%, 1%, -5%, -0.8, i, i
Cc1cc(CN(C)C(=O)C2CCC(=O)N(CCc3cccc(F)c3)C2)on1 (stereo unspecified)
→ -8%, -4%, 4.4%, -2%, 1%, -29%, -1.6, i, i
COC(=O)C1(c2ccccc2)NC(c2cccs2)C2C(=O)N(c3ccccc3)C(=O)C21 (stereo unspecified)
→ 2%, 5%, 0.4%, -10%, /, -8%, -0.2, i, i
Cc1nn(C)c(C)c1CNC(=O)Nc1ccc2c(c1)OCO2
→ ?, -38%, 0.3%, -1%, -2%, -5%, -3.4, i, i

Three structures out of the list, sorted by molar mass, low to high.
Results follow in this order: Nrf2 block, HepG2 viability, Nrf2 activator, A549 tox, Mm-Cpn inhibitor, TGFb SMAD3 inh, CCT modulator, Akt phos inh, ATXN viability
CCc1c(C(=O)Nc2ccc(S(=O)(=O)N3CCOCC3)cc2)csc1C
→ -6%, -24%, 0.6%, -8%[1.84 µM], 0%, -7%, -1.9, i, i
COC(=O)C1(c2ccccc2)NC(c2cccs2)C2C(=O)N(c3ccccc3)C(=O)C21 (stereo unspecified)
→ 2%, 5%, 0.4%, -10%, /, -8%, -0.2, i, i
O=C(Nc1cccc(S(=O)(=O)N2CCCCC2)c1)C1CCCN1S(=O)(=O)c1ccccc1F (stereo unspecified)
→ ?, -2%, 0.0%, -16%, 0%, 10%, -0.9, i, i

Further compounds follow.
Results follow in this order: Nrf2 block, HepG2 viability, Nrf2 activator, A549 tox, Mm-Cpn inhibitor, TGFb SMAD3 inh, CCT modulator, Akt phos inh, ATXN viability
O=C(NCCCn1ccnc1)c1ccc(C(F)(F)F)cc1
→ 0%, -1%, -1.2%, 2%, 0%, 10%, 0.1, i, i
CCC(C(=O)N1CCN(C(=O)c2ccco2)CC1)n1sc2ccccc2c1=O (stereo unspecified)
→ ?, 5%, 0.4%, -10%, 2%, 2%, 0.5, i, i
O=C(N/N=C/c1cccs1)C(=O)N1CCCC1
→ -13%, 5%, -0.3%, -8%, -1%, -19%, -0.2, i, i
COc1ccc(C(=O)N2CCC(n3nccc3NC(=O)C3CCOC3)CC2)cc1 (stereo unspecified)
→ 11%, -12%, 0.0%, -5%, -1%, ?, 1.6, i, ?
O=C(c1ccccc1Cl)N1CCN(CCc2ccccn2)CC1
→ 12%, 10%, -0.8%, 1%, /, 7%, /, /, i
CCS(=O)(=O)c1ncc(Cl)c(C(=O)Nc2c(C(=O)Nc3cccc(C)c3)oc3ccccc23)n1
→ 24%, -20%, 4.6%, -18%, /, 0.89µM*, /, /, ?
CCOC(=O)C1(C)CCN1C(=O)c1cncc(Br)c1 (stereo unspecified)
→ /, -8%, -0.2%, /, /, -8%, 2.1, i, i
Nc1nnc(-c2ccc(Cl)cc2)s1
→ 1%, 1%, 0.1%, -6%, -2%, -5%, 2.1, i, i
COc1ccccc1Nc1nc(-c2ccc3c(c2)NC(=O)CO3)cs1
→ ?, 0%, -0.8%, -16%, -20%, 1%, -3.2, i, ?
C1CNC(C23CC4CC(CC(C4)C2)C3)=N1
→ 1%, 9%, -0.7%, 1%, -7%, 10%, -0.2, i, i
O=C(CSc1ccncc1)Nc1ccc(S(=O)(=O)Nc2nccs2)cc1
→ -8%, -5%, -0.6%, -6%, -2%, -4%, -1.2, i, i
O=C(CCNC(=O)c1ccc(Cl)cc1)Nc1c(F)c(F)cc(F)c1F
→ -15%, 9%, -0.5%, 0%, -1%, 1%, -0.7, i, i
Cc1ccc(C(=O)c2oc3ccccc3c2NC(=O)Cc2ccccc2)cc1
→ -21%, 0%, -1.3%, -7%, /, 6%, /, /, i
COc1cccc(-n2cc(C(=O)NCc3ccccc3OC)c3ccccc3c2=O)c1
→ ?, -11%, 4.8%, 6%, /, -14%, /, /, ?
O=S(=O)(Nc1nc2ccccc2nc1-[n+]1cccc(N=C([O-])c2ccc(Cl)cc2)c1)c1ccccc1
→ ?, 21%, -0.9%, -18%, -1%, -1%, -9.0, i, /
O=C1NC(Cc2c[nH]c3ccccc23)C(=O)N1CCOc1ccccc1 (stereo unspecified)
→ 4%, -2%, 0.3%, -8%, -2%, 9%, 1.0, i, i
Cc1cc(-c2nnc(CCC(=O)N(C)Cc3cccc4ccccc34)o2)no1
→ ?, -24%, 3.0%, -8%, 2%, -3%, 1.7, i, i
O=C(O)c1cc([N+](=O)[O-])c(N2CCCC2)c([N+](=O)[O-])c1
→ 3%, 3%, 0.0%, -8%, 1%, 8%, 1.2, i, i
CC1(C)Cc2c(sc(N)c2C#N)C(C)(C)N1
→ -14%, -11%, 0.1%, -7%, ?, 14%, -1.7, i, i
CCOc1ccc(NC(=O)CSC2=Nc3ccccc3C3=NC(CC(=O)NCc4ccco4)C(=O)N23)cc1 (stereo unspecified)
→ /, -22%, 4.0%, 0%, /, 34%[activator], /, /, /
COc1ccc(-c2cc(NC(C)=O)c3ncc(-c4ccccc4)n3c2)cc1OC
→ /, -62%, ?, /, /, -23%, -1.0, i, i
O=C(CNC(=O)c1ccccc1F)N/N=C/c1cc(Br)ccc1OC(=O)/C=C/c1ccco1
→ -1%, -17%, -0.6%, 0%, 2%, -27%, 0.4, i, i
Cc1noc(C)c1-c1ccc(C(=O)NCc2ccco2)c2occc12
→ /, -35%, ?, /, /, -2%, -10.0, i, i
CCc1nnc(N/N=C/c2ccccc2Cl)n1N
→ -18%, 13µM*, -3.4%, -7%, 0%, 11µM*, -1.9, i, i
CC(/C=N/NC(=O)c1ccncc1)=C\c1ccccc1
→ ?, -7%, 2.8%, -2%, 1%, -7%, 1.6, i, i
CCOc1ccc(Nc2nc(-c3cccc(Cl)c3)c3c(n2)-c2ccccc2OC3)cc1
→ ?, -18%, 0.8%, -8%, /, -28%, /, /, /
Cc1ccc(NC(=O)CN2CCN(C(=O)c3ccco3)CC2)cc1
→ 2%, 10%, -0.6%, 2%, 2%, -16%, 0.9, i, i
CCOC(=O)c1cnc2c(c(C3CC3)nn2C)c1N1CCOCC1
→ -15%, -20%, 0.4%, 0%, -3%, 17%, -2.0, i, i
O=C(COC(=O)[C@H](Cc1ccccc1)NC(=O)c1cccs1)Nc1ccccc1C(F)(F)F
→ 8%, -13%, 0.1%, 1%, -29%, 17%, 0.8, i, i
O=C(CN1C(=O)c2cccnc2Oc2ccc(Cl)cc21)NCCCN1CCCCC1
→ 12%, -1%, -0.2%, -9%, /, -24%, /, /, /
CCOC(=O)C(=O)N(Nc1ccc(C)cc1)c1ccc(C)cc1
→ ?, 3%, 4.3%, -2%, 1%, 3%, 0.0, i, i

Screening results deposited in PubChem BioAssay by National Center for Advancing Translational Sciences (NCATS).
